Source: PubChem
EPAC1 antag – blocks human EPAC1 exchange factor; O95398; Potency, µM (doses to about 115 µM), without a hit: top-dose activity change, negative = inhibition, most hits filed as inhibitors; EPAC1 GEF assay, Rap1b-BODIPY-GDP exchange fluorescence; 0.14% of 360,000 active; AID 720709;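 note: plate controls were vehicle for no effect and positive control for full effect; nearly all actives have a fitted effect of over 50% in size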
EPAC2 ag – activates human EPAC2 exchange factor | 0.079% of 360,000 active | Q8WZA2 | AID 720711 | EPAC2 activation, biochemical qHTS; response scale: 100% = 6.5 mM cAMP response | Potency, µM (highest dose often 154 µM), inactives show at the highest dose activation, most hits filed as activators; note: nearly all actives have a fitted effect of over 50% in size
Target sequence (Q8WZA2 whole entry, looked up): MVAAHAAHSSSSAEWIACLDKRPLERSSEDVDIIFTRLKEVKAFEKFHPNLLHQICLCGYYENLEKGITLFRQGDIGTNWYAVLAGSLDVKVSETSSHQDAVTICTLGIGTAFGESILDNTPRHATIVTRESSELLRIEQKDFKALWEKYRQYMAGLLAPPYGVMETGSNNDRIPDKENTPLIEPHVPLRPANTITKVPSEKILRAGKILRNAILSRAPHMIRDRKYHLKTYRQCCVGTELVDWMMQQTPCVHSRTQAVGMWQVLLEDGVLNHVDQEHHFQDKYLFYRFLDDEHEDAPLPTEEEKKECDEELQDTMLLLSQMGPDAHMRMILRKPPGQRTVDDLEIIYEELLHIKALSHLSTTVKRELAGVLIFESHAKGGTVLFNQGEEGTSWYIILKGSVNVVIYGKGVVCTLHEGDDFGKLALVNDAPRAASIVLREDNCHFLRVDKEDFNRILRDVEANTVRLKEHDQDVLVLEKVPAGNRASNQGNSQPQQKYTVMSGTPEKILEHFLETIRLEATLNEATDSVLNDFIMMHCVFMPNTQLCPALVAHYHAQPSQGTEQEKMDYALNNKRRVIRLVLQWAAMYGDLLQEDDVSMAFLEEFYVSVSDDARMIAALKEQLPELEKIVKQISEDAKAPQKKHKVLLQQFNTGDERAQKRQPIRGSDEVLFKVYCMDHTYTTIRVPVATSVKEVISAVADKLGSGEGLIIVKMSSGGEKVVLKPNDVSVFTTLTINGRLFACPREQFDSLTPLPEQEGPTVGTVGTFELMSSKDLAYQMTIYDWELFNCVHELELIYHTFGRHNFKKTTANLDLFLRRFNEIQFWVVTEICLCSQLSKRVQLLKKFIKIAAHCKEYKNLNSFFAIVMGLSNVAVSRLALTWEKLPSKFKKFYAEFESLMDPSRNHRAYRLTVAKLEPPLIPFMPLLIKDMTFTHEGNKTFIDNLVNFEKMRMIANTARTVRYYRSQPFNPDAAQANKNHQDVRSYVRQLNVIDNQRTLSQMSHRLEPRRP
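Guanine nucleotide exchange by EPAC2 is measured as reduced fluorescence of BODIPY-GDP once it is released from 250 nM Rap1B. Plates are read kinetically for 30 min at room temperature; results are scaled to 6.5 mM cAMP.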
PTHR1 ag – agonists of human PTHR1 parathyroid hormone receptor; HEK293 GP2 PTHR1 cells, GloSensor cAMP luminescence, 1 h; Q03431; 0.075% of 410,000 active; Potency, µM (series often up to 115 µM), inactives show top-dose activation, most hits filed as activators; note: nearly all actives have a fitted effect of over 55% in size; some results filed as inactive show a strong effect at the top dose; inactives centre near -15; many of its hits are not listed in these tables
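HEK-293-derived GP2 cells expressing PTHR1 and a GloSensor cAMP reporter, 3,000/well, plated overnight, given luciferin plus IBMX (each 0.5 mM as added) for 1 h at 37 °C, then compound for 1 h at 37 °C. Luminescence was read after 15 min at room temperature.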
FUS suppressor – suppressors of FUS proteinopathy in yeast; S. cerevisiae FUS-expressing, growth rescue, OD600, 24 h; Potency, µM (doses to about 76.6 µM), for the others: at the highest dose growth rescue (activation), hits mostly activators; 0.24% of 390,000 active; AID 1347120;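 note: plate controls were DMSO vehicle for no effect and reference control for full effect; nearly all actives have a fitted effect of over 55% in size; some results filed as inactive show a strong effect at the top dose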
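Yeast expressing FUS under galactose induction, OD 0.005 in 2% galactose medium; compounds in a dilution series, 24 h at 30C. Growth rescue by absorbance at 600 nm; CP55940 positive control, DMSO negative.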
EPAC1 agonist – activates human EPAC1 exchange factor | Potency, µM (top dose mostly 154 µM), for the others: top-dose activation, actives largely listed as activators | 0.073% of 360,000 active | EPAC1 agonist qHTS, biochemical assay; response scale: 100% = response to 6.5 mM cAMP | AID 720707 | O95398; note: nearly all actives have a fitted effect of over 60% in size
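Multi-concentration qHTS readout: loss of Rap1B-bound BODIPY-GDP fluorescence driven by 100 nM EPAC1 with excess GDP (50 uM), monitored kinetically at room temperature; agonist response expressed relative to 6.5 mM cAMP.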
TDP43 rescue – rescues yeast growth from TDP-43 toxicity; TDP-43 expressing yeast growth rescue, BacTiter-Glo, 24 h; Potency, µM (series often up to 46.1 µM), for the others: at the top dose growth rescue (activation), most hits filed as activators; 1.8% of 410,000 active; note: % of control where 0% means no effect; nearly all actives have a fitted effect of over 50% in size
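Readout is BacTiter-Glo luminescence of cell growth, so inhibitors register as activators. TDP-43-expressing yeast at OD600=0.02 in galactose medium, after raffinose pregrowth to mid-log, were incubated with compound for 24 hr at 30 deg C.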
aSyn rescue – rescues yeast growth from alpha-synuclein toxicity | AID 652106 | 0.14% of 370,000 active | Yeast expressing alpha-synuclein, growth rescue, BacTiter-Glo, 24 h | Potency, µM (top dose mostly 46.1 µM), for the others: at the top dose growth rescue (activation), hits mostly activators; note: % of control where 0% means no effect; nearly all actives have a fitted effect of over 65% in size
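Readout is rescue of growth in alpha-synuclein-expressing yeast, so inhibitors of toxicity appear as activators. Growth after 24 hr at 30 deg C in galactose medium is quantified by luminescence.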
EPAC2 antagonist – antagonists of human EPAC2; Q8WZA2; EPAC2 GEF exchange of Rap1B-BODIPY-GDP, fluorescence; Potency, µM (doses to about 114 µM), without a hit: at the top dose activity, negative = inhibition, actives largely listed as inhibitors; 0.18% of 360,000 active; note: % is set by controls: 0 for no effect and ±100 for the full control effect; nearly all actives have a fitted effect of over 45% in size; many of its hits are not listed in these tables
An asterisk follows results filed as active; [ ] = remark or other dose. Calls come from the whole dose curve; as a rule, active = well fitted curve in the direction sought with a large enough effect; inconclusive = small, poorly fitted or top-dose-only effect, or another doubt; inactive = no such curve, though single readings can be large; an effect the other way counts as inactive or inconclusive. Potency is the fitted concentration of half-maximal effect. Not all compounds are listed; the hit share may differ from the screen's.

For CNC(=O)c1ccc2c(c1)nnn2C the results were EPAC1 antag -9%, EPAC2 ag 1%, PTHR1 ag inactive, FUS suppressor -9%, EPAC1 agonist -7%, TDP43 rescue -5%, aSyn rescue -3% and EPAC2 antagonist 3%.
For CN(C)c1cccc(C(=O)OCC(=O)NC(=O)NCc2ccccc2)c1 the results were EPAC1 antag -1%, EPAC2 ag -6%, PTHR1 ag -14%, FUS suppressor 9%, EPAC1 agonist 0%, TDP43 rescue 7%, aSyn rescue 3% and EPAC2 antagonist -7%.
For O=C(Oc1ccccc1Cl)c1ccccc1 the results were EPAC1 antag 13%, EPAC2 ag 0%, PTHR1 ag -27%, EPAC1 agonist 3%, TDP43 rescue -19%, aSyn rescue -2% and EPAC2 antagonist 6%.
`O=C(NNC(=O)c1ccccc1O)c1ccc(NS(=O)(=O)c2ccc(F)c(F)c2)cc1` gave EPAC1 antag 18%, EPAC2 ag -2%, PTHR1 ag inactive, FUS suppressor 17%, EPAC1 agonist 3%, TDP43 rescue 0%, aSyn rescue -3% and EPAC2 antagonist 0%.
For CCc1ccc(N2C(=O)C(Cl)=C(N3CCCCCC3)C2=O)cc1 the results were EPAC1 antag -6%, EPAC2 ag 20%, PTHR1 ag -11%, FUS suppressor -23%, EPAC1 agonist 2%, TDP43 rescue -2%, aSyn rescue 2% and EPAC2 antagonist 1%.
For CC(SC(C)C(=O)NN=Cc1cccc(F)c1)C(=O)NN=Cc1cccc(F)c1 (configuration not stated) the results were EPAC1 antag 8%, EPAC2 ag -5%, PTHR1 ag inactive, FUS suppressor -13%, EPAC1 agonist 12%, TDP43 rescue -3%, aSyn rescue 4% and EPAC2 antagonist -12%.
`CC(C)[C@H](NC(=O)c1ccccc1)C(=O)N1CCc2ccccc21` gave EPAC1 antag -7%, EPAC2 ag -2%, PTHR1 ag inactive, FUS suppressor 14%, EPAC1 agonist -1%, TDP43 rescue -9%[0.397 µM], aSyn rescue 0% and EPAC2 antagonist 1%.
`CC(C)(C)C(=O)NC1(C(F)(F)F)NC(=O)N(CCc2ccccc2)C1=O` (configuration not stated) gave EPAC1 antag 8%, EPAC2 ag 1%, PTHR1 ag inactive, FUS suppressor 6%, EPAC1 agonist 0%, TDP43 rescue -6%, aSyn rescue 14% and EPAC2 antagonist 2%.
For NC(=O)NC(=O)COC(=O)c1cccc(NS(=O)(=O)/C=C/c2ccccc2)c1 the results were EPAC1 antag 0%, EPAC2 ag 2%, PTHR1 ag -31%[inhibitor], EPAC1 agonist -13%, TDP43 rescue -11%, aSyn rescue -3% and EPAC2 antagonist 12%.
Screening CCOc1ccccc1C(=O)NCC(=O)O returned EPAC1 antag 2%, EPAC2 ag 0%, PTHR1 ag -14%, FUS suppressor -9%, EPAC1 agonist -9%, TDP43 rescue 13%, aSyn rescue -8% and EPAC2 antagonist 19%.
Screening Cc1sc2nc(CSCC(=O)N3CC(C)OC(C)C3)[nH]c(=O)c2c1C (configuration not stated) returned EPAC1 antag -4%, EPAC2 ag 4%, PTHR1 ag inactive, FUS suppressor -2%, EPAC1 agonist -7%, TDP43 rescue 16%, aSyn rescue 0% and EPAC2 antagonist 16%.
`COc1ccc(CNC(=O)CCSCc2cccc(Cl)c2)cc1` gave EPAC1 antag -13%, EPAC2 ag 9%, PTHR1 ag -18%, FUS suppressor 9%, EPAC1 agonist 14%, TDP43 rescue 24%, aSyn rescue 9% and EPAC2 antagonist -3%.
Cc1[nH]c2ccccc2c1C1=CC(=O)C=CC1=O was read as EPAC1 antag -5%, EPAC2 ag -4%, PTHR1 ag -27%, EPAC1 agonist 4%, TDP43 rescue -93%[inhibitor], aSyn rescue -80%[inhibitor] and EPAC2 antagonist -1%.
Screening O=C(c1cccc([N+](=O)[O-])c1)N1CCN(S(=O)(=O)N2CCCCC2)CC1 returned EPAC1 antag 2%, EPAC2 ag -3%, PTHR1 ag -42%[inhibitor], FUS suppressor -14%, EPAC1 agonist 9%, TDP43 rescue 5%, aSyn rescue -7% and EPAC2 antagonist -4%.
Cc1ccc(C)c(NC(=S)NCCCN2CCOCC2)c1 was read as EPAC1 antag 5%, EPAC2 ag -4%, PTHR1 ag inactive, FUS suppressor -4%, EPAC1 agonist 16%, TDP43 rescue 15%, aSyn rescue -4% and EPAC2 antagonist -2%.
C/C(=N\NC(=O)c1ccc(OC2OCCOC2Oc2ccc(C(=O)N/N=C(\C)c3ccncc3)cc2)cc1)c1ccncc1 (configuration not stated) was read as EPAC1 antag -4%, EPAC2 ag 18%, PTHR1 ag inactive, FUS suppressor -19%, EPAC1 agonist -3%, TDP43 rescue 23%, aSyn rescue inconclusive and EPAC2 antagonist 15%.
Cc1cc(/C=N/NC(=O)c2ccoc2C)cc(C)c1O was read as EPAC1 antag 12%, EPAC2 ag 6%, PTHR1 ag -28%, FUS suppressor -9%, EPAC1 agonist 3%, TDP43 rescue 10%, aSyn rescue 6% and EPAC2 antagonist 2%.
CNC(=O)COC(=O)c1cc(-c2ccco2)nc2ccccc12 was read as EPAC1 antag inconclusive, EPAC2 ag -8%, PTHR1 ag 15%, FUS suppressor 40%, EPAC1 agonist 23%, TDP43 rescue -5%, aSyn rescue 4% and EPAC2 antagonist 2%.
Screening Cc1cc(OCC(=O)N2CCN(c3ccccn3)CC2)cc(C)c1Br returned EPAC1 antag -6%, EPAC2 ag 9%, PTHR1 ag inactive, EPAC1 agonist 13%, TDP43 rescue -15%, aSyn rescue -5% and EPAC2 antagonist -7%.
`CCOC(=O)C1CCCN(c2c(N3CCOCC3)c(=O)c2=O)C1` (configuration not stated) gave EPAC1 antag 2%, EPAC2 ag 8%, PTHR1 ag -9%, FUS suppressor -16%, EPAC1 agonist 8%, TDP43 rescue 21%, aSyn rescue 2% and EPAC2 antagonist 1%.
Screening CC(NC(=O)Nc1cccc([N+](=O)[O-])c1)c1ccc2c(c1)OCO2 (configuration not stated) returned EPAC1 antag -7%, EPAC2 ag 4%, PTHR1 ag inactive, FUS suppressor -5%, EPAC1 agonist 3%, TDP43 rescue -5%, aSyn rescue -3% and EPAC2 antagonist 3%.
Screening CC(=O)c1cccc(NC(=O)C2(C)Cc3c(-c4ccccc4)ccnc3O2)c1 (configuration not stated) returned EPAC1 antag -10%, EPAC2 ag 18%, PTHR1 ag inactive, FUS suppressor -4%, EPAC1 agonist 3%, TDP43 rescue 20µM*, aSyn rescue -3% and EPAC2 antagonist 14%.
`O=C(Nc1ccc(Cl)c(Cl)c1)Nc1nnc(CC2=CCCCC2)s1` gave EPAC1 antag 7%, EPAC2 ag 1%, PTHR1 ag -20%, FUS suppressor -2%, EPAC1 agonist 15%, TDP43 rescue 6%, aSyn rescue -4% and EPAC2 antagonist -3%.
Screening O=C(N/N=C/c1ccc(N2CCOCC2)o1)c1cccc(F)c1 returned EPAC1 antag 6%, EPAC2 ag -1%, PTHR1 ag -24%, FUS suppressor 19%, EPAC1 agonist 11%, TDP43 rescue -9%, aSyn rescue -16% and EPAC2 antagonist 7%.
Screening Nc1nc(SCC(=O)Nc2ccc(OCc3ccccc3)cc2)n[nH]1 returned EPAC1 antag -6%, EPAC2 ag 7%, PTHR1 ag -37%[inhibitor], FUS suppressor 7%, EPAC1 agonist -6%, TDP43 rescue 17%, aSyn rescue 1% and EPAC2 antagonist -4%.
`O=C(CCNS(=O)(=O)c1cccc2nsnc12)NCc1ccco1` gave EPAC1 antag -2%, EPAC2 ag -5%, PTHR1 ag inactive, FUS suppressor 17%, EPAC1 agonist 0%, TDP43 rescue 23%, aSyn rescue 2% and EPAC2 antagonist 0%.
For Nc1nc(SCC(=O)N2N=C(c3ccc(Cl)cc3)CC2c2ccco2)n[nH]1 (configuration not stated) the results were EPAC1 antag 0%, EPAC2 ag -2%, PTHR1 ag -4%, FUS suppressor 18%, EPAC1 agonist -8%, TDP43 rescue -10%, aSyn rescue 1% and EPAC2 antagonist 2%.
Screening CC(C)(C)c1ccc(C(=O)NCC(=O)N/N=C/c2cccs2)cc1 returned EPAC1 antag -11%, EPAC2 ag 10%, PTHR1 ag inactive, FUS suppressor -2%, EPAC1 agonist 20%, TDP43 rescue 12%, aSyn rescue 12% and EPAC2 antagonist 1%.
`COc1cc(OC)nc(/N=C/NO)n1` gave EPAC1 antag 9%, EPAC2 ag 6%, PTHR1 ag inactive, FUS suppressor 3%, EPAC1 agonist 11%, TDP43 rescue 0%, aSyn rescue 1% and EPAC2 antagonist -2%.
For COc1ccc(OC)c(NC(=O)CC2SC(=N)N(c3ccccc3)C2=O)c1 (configuration not stated) the results were EPAC1 antag 0%, EPAC2 ag -7%, PTHR1 ag inactive, FUS suppressor inconclusive, EPAC1 agonist -10%, TDP43 rescue 2%, aSyn rescue -4% and EPAC2 antagonist 10%.

Taken from above, 5 compounds:
`CCOC(=O)C1CCCN(c2c(N3CCOCC3)c(=O)c2=O)C1` (configuration not stated) gave EPAC1 antag 2%, EPAC2 ag 8%, PTHR1 ag -9%, FUS suppressor -16%, EPAC1 agonist 8%, TDP43 rescue 21%, aSyn rescue 2% and EPAC2 antagonist 1%.
Screening CC(NC(=O)Nc1cccc([N+](=O)[O-])c1)c1ccc2c(c1)OCO2 (configuration not stated) returned EPAC1 antag -7%, EPAC2 ag 4%, PTHR1 ag inactive, FUS suppressor -5%, EPAC1 agonist 3%, TDP43 rescue -5%, aSyn rescue -3% and EPAC2 antagonist 3%.
Screening CC(=O)c1cccc(NC(=O)C2(C)Cc3c(-c4ccccc4)ccnc3O2)c1 (configuration not stated) returned EPAC1 antag -10%, EPAC2 ag 18%, PTHR1 ag inactive, FUS suppressor -4%, EPAC1 agonist 3%, TDP43 rescue 20µM*, aSyn rescue -3% and EPAC2 antagonist 14%.
`O=C(Nc1ccc(Cl)c(Cl)c1)Nc1nnc(CC2=CCCCC2)s1` gave EPAC1 antag 7%, EPAC2 ag 1%, PTHR1 ag -20%, FUS suppressor -2%, EPAC1 agonist 15%, TDP43 rescue 6%, aSyn rescue -4% and EPAC2 antagonist -3%.
Screening O=C(N/N=C/c1ccc(N2CCOCC2)o1)c1cccc(F)c1 returned EPAC1 antag 6%, EPAC2 ag -1%, PTHR1 ag -24%, FUS suppressor 19%, EPAC1 agonist 11%, TDP43 rescue -9%, aSyn rescue -16% and EPAC2 antagonist 7%.
